Yp Topo-I inh = blocks Yersinia pestis topoisomerase I activity; activity, % at 10 µM; actives 0.064% (n = 360,000); Y. pestis Topo-I cleavage product accumulation, plate reader; AID 504884; in the data active = activity above about 50%, passing the limit was not always enough; note: inactives centre near 2
TcdB GH inh = TcdB glycohydrolase inhibition | P18177 | TcdB glycohydrolase enzymatic assay, plate reader | inhibition, % at 9.99 µM | actives 0.24% (n = 350,000); in the data active = inhibition above about 10%
CCHF vOTU inh = CCHFV vOTU protease inhibition. Pep-AMC fluorescence. inhibition, % at 11.5 µM. actives 0.55% (n = 370,000). AID 651958; in the data active = inhibition above about 30%; note: 0% = vehicle wells with enzyme and 100% = no enzyme wells
MazEF act = MazEF (E. coli) toxin RNase activation; FAM/BHQ RNA-DNA oligo cleavage fluorescence, 5 h; activation, % at 20 µM; actives 0.32% (n = 350,000); in the data active = activation above about 50%
Target sequence (P0AE70 whole entry, looked up): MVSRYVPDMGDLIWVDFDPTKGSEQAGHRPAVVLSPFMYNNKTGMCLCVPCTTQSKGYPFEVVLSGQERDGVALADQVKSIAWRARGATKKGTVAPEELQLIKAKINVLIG
3CLpro inhibitor = SARS-CoV 3CLpro protease inhibition. recombinant SARS-CoV 3CLpro, quenched FRET peptide cleavage. inhibition, % at 6 µM. actives 0.14% (n = 290,000). AID 1706; in the data active = inhibition above about 12%
PriA SSB inh = inhibitors of Klebsiella pneumoniae PriA binding to SSB C-terminal tail. inhibition, % at 33 µM. AlphaScreen SSBct-PriA binding, biotinylated peptide. actives 0.6% (n = 430,000); in the data active = inhibition mostly above about 37%, no sharp cut-off; inactive = mostly below about 20%;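 note: plate controls were negative control peptide for no effect and reference peptide for full effect; strong numbers were not always called active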
DUSP3 inh = inhibitors of human VHR1 phosphatase (DUSP3) | recombinant VHR phosphatase, pNPP absorbance | P51452 | AID 1654 | actives 0.52% (n = 290,000) | inhibition, % at 13.3 µM; in the data active = inhibition above about 50%; note: some compounds called inactive have numbers as strong as hits
Target sequence (P51452 whole entry, looked up): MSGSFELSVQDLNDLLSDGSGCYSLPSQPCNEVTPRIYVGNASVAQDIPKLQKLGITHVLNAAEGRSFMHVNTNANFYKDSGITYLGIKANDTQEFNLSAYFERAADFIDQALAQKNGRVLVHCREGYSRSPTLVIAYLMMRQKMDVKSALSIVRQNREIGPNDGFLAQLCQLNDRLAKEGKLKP
BH1578 lux ind = inducers of Vibrio cholerae quorum light production without autoinducers; V. cholerae BH1578 lux reporter, luminescence, 6 h; actives 0.16% (n = 350,000); activation, % at 18.7 µM; in the data active = activation mostly above about 9.7%, no sharp cut-off; note: not every result past the cut was called active; inactives centre near 0; reference of the scale not given here
Rv3671c protease = inhibitors of M. tuberculosis serine protease Rv3671c. inhibition, % at 5.96 µM. actives 0.048% (n = 320,000); in the data active = inhibition above about 38%;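 note: extracellular domain of Rv3671c used as enzyme; 0% = enzyme with DMSO and 100% = no enzyme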
Target sequence (P9WHR9 whole entry, looked up, the tested form may be a part): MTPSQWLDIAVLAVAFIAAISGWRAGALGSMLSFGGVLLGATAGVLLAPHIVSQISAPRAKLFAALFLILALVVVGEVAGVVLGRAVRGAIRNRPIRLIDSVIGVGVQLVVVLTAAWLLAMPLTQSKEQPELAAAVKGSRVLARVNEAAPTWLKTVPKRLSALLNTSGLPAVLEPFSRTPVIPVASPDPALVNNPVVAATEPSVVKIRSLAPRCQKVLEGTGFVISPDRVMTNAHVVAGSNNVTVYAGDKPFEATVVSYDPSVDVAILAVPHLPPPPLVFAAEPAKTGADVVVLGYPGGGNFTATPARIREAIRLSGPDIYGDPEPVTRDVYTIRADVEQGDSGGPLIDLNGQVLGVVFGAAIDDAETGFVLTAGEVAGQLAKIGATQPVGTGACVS
PrPC TRFRET = reduces human prion protein on the cell surface. P04156. cell surface PrPC, TR-FRET read-out. inhibition, % at 13.8 µM. actives 0.43% (n = 370,000). AID 720596; in the data active = inhibition above about 24%; note: 0% = median of the test wells and 100% = reference compound wells
* = called active by the depositor; i = inactive; x = not tested or not shown.

smiles	3CLpro inhibitor	Rv3671c protease	TcdB GH inh	CCHF vOTU inh	MazEF act	Yp Topo-I inh	PrPC TRFRET	PriA SSB inh	BH1578 lux ind	DUSP3 inh
CCOC(=O)CSC1=C(C#N)C(c2ccccc2OCC)C(C#N)C(=O)N1 (stereo unspecified)	0	7	x	-8	1	11	3	0	-0.5	8
COc1ccc(NC(=O)CCc2nc3ccccc3c(=O)[nH]2)cc1S(=O)(=O)N1CCCCC1	x	0	-0.6	4	6	18	-6	-3	-2.0	x
COc1ccc(CC(=O)OCC(=O)NC2CCCC(C)C2C)cc1 (stereo unspecified)	x	1	2.1	6	-1	9	1	-2	i	x
O=C(O)CCCN1C(=O)/C(=C/C=C/c2ccco2)SC1=S	0	10	-0.8	16	-1	-18	-9	-4	i	21
Cc1ccc(C)c(NC(=O)CN2C(=O)NC(CCc3ccccc3)C2=O)c1 (stereo unspecified)	x	1	1.1	13	4	6	-8	4	i	x
CCS(=O)(=O)N1CCC(C(=O)N2CCN(Cc3ccccc3)CC2)CC1	1	10	-0.2	-2	8	4	3	-7	-0.3	23
Oc1c(C=Nc2cccc3nsnc23)ccc2ccccc12	6	-74	x	86*	-35	x	-2	25	x	-12
Cc1cccc(NC(=O)C(C)OC(=O)c2ccccc2NS(=O)(=O)c2cc(C)c(C)c([N+](=O)[O-])c2)c1 (stereo unspecified)	8	-101	1.5	1	-8	-4	3	1	-0.4	13
O=C1C2C3CCC(O3)C2C(=O)N1c1cccc(O)c1 (stereo unspecified)	-5	1	-0.5	-8	7	4	3	5	i	40
CSc1nnc(Cn2c(=O)sc3ccccc32)n1-c1ccccc1	-6	7	0.2	-5	11	18	5	-6	-0.3	0
CN(CC(=O)Nc1ccc(F)cc1)c1ccc(S(=O)(=O)N2CCCC2)cn1	-1	3	0.4	-4	1	-1	4	12	i	32
CC(C)(C)C1CCC(OCC(O)CN2CCCC2)CC1 (stereo unspecified)	5	8	1.2	7	3	-1	-1	-6	i	-2
CCCN1CCN(C(=O)c2nn(-c3ccc(OC)cc3)c(=O)c3c2c2ccccc2n3C)CC1	-1	4	0.3	11	0	2	-2	1	i	3
Cc1ccc(-n2nc(C(=O)NCc3ccco3)c3c4ccccc4n(C)c3c2=O)cc1	9	-8	x	0	-21	-4	-9	-3	-0.5	27
CCCCNC(=O)CCn1c(=O)c2ccccc2n(Cc2cc(C)ccc2C)c1=O	2	5	0.4	-12	-11	-5	0	0	-0.3	13
CC1=C(C(N)=O)C(c2ccccc2)n2nc(-c3cccc(C)c3)nc2N1 (stereo unspecified)	6	65*	1.1	-3	-4	-3	-1	-2	-0.3	38
Cc1ccc(C2C(C(=O)O)c3ccccc3C(=O)N2C)c(C)c1 (stereo unspecified)	2	-7	1.6	4	-2	2	-1	-4	-0.2	32
CCSc1nc(=O)n(-c2ccccc2)c(C)c1C(C)=S	2	-10	x	-19	-3	2	1	-4	i	12
O=C1C(Cc2ccc(O)cc2)NC(=S)N1Cc1ccccc1 (stereo unspecified)	-2	2	0.9	-5	-2	8	-5	-2	-0.6	13
CCN(C(=S)Nc1ccc(C(C)=O)cc1)C1CCCCC1	-2	5	0.9	4	5	8	1	11	i	20
CCOC(=O)CC(NC(=O)c1ccc(C)cc1)c1ccc(C)cc1 (stereo unspecified)	3	-4	x	-6	0	9	-1	-11	i	24
CSc1nc(N)nc2c1ncn2CC(=O)NCc1ccc2c(c1)OCO2	x	3	4.8	-6	4	4	6	0	-3.1	x
CC(C)c1nc2n[nH]c(N)c2c2c1CSC(C)(C)C2	-3	0	x	8	6	-2	5	-8	i	10
O=C1NC(c2ccccc2)=C(c2nc3ccccc3s2)C(c2ccccc2)N1 (stereo unspecified)	3	-2	3.4	-13	1	41	2	26	1.4	4
O=C(Nc1ccccc1)N1CCC(C(=O)N2CCCC(C(F)(F)F)C2)CC1 (stereo unspecified)	5	-3	1.0	-3	-15	-5	4	1	-0.2	14
Cc1c(C(=O)O)sc(S(=O)(=O)N2CCN(C(=O)Cc3ccccc3Cl)CC2)c1C(=O)O	x	2	0.7	15	-2	4	-9	-4	i	x
Cc1cc(-c2n[nH]c(=S)n2Cc2ccco2)n(C)n1	-1	6	x	-2	3	-7	3	0	-0.2	25
COc1cc2c(cc1OC)-c1cc(N3CCCc4ccccc43)nc(=O)n1CC2	-2	-6	0.0	6	19	7	-1	1	i	18
Cc1ccc(S(=O)(=O)NC(=O)Nc2ccccc2F)cc1	-1	1	x	-4	4	-6	5	5	-0.7	1
CN(C)c1ccc(P(=O)(Nc2cccc(C(F)(F)F)c2)N2CCOCC2)c(NC(=O)c2cccs2)c1 (stereo unspecified)	3	1	1.0	1	-8	15	-10	-2	-0.2	3

Individual results from above:
Reading of Cc1c(C(=O)O)sc(S(=O)(=O)N2CCN(C(=O)Cc3ccccc3Cl)CC2)c1C(=O)O under PrPC TRFRET: -9
Reading of CCSc1nc(=O)n(-c2ccccc2)c(C)c1C(C)=S under PrPC TRFRET: 1
Reading of O=C1C2C3CCC(O3)C2C(=O)N1c1cccc(O)c1 (stereo unspecified) under CCHF vOTU inh: -8
Reading of CCCCNC(=O)CCn1c(=O)c2ccccc2n(Cc2cc(C)ccc2C)c1=O under BH1578 lux ind: -0.3

(cont.)
smiles	3CLpro inhibitor	Rv3671c protease	TcdB GH inh	CCHF vOTU inh	MazEF act	Yp Topo-I inh	PrPC TRFRET	PriA SSB inh	BH1578 lux ind	DUSP3 inh
CCCCN(CC(=O)Nc1c(C)cccc1CC)C(=O)SCC	4	-5	x	x	2	1	x	-12	i	-8
CNC(=O)N1c2ccccc2C=Cc2ccccc21	-1	-1	0.0	4	3	-1	-2	-14	-0.3	-4
COc1cc(OC)c(C(=O)OCC(=O)NCCC2=CCCCC2)cc1OC	x	2	-0.1	-4	2	16	-3	-9	-2.9	x
CC(=O)Nc1ccc(S(=O)(=O)N(C)CC(=O)Nc2ccccc2N2CCOCC2)cc1	-3	3	x	5	6	0	-6	-15	i	32
Cc1cccc(C(=O)NC2CCN(CC(=O)Nc3cccc(Cl)c3)CC2)c1	x	x	1.7	-2	9	17	-13	x	i	x
O=C(Cn1cc(C(F)(F)F)cc(Cl)c1=O)NCCc1ccccc1	-5	-5	x	-12	5	7	2	-2	-0.2	30
COc1ccc(S(=O)(=O)N(C)CC(=O)NCCC2=CCCCC2)cc1C	2	-1	x	-4	-6	25	11	-23	-0.3	4
Cc1c(NS(=O)(=O)c2ccc(Cl)c(C(=O)OCC(=O)NCc3ccco3)c2)c(=O)n(-c2ccccc2)n1C	2	2	x	-5	1	4	4	1	i	16
COc1ccc(C(OCC(O)CNCCc2ccc(S(N)(=O)=O)cc2)c2ccc(OC)cc2)cc1 (stereo unspecified)	2	-9	1.0	6	8	-12	-16	15	0.9	26
CCC1NC(=O)c2cccnc2-n2c1nc1ccc(OC)cc1c2=O (stereo unspecified)	x	x	-2.1	6	5	5	6	x	-2.3	x
N#Cc1ccccc1OCC(=O)Nc1nnc(C2CC2)s1	x	-8	-5.3	1	1	-5	2	-6	i	x
NS(=O)(=O)c1ccc(CCNC(=O)CSc2ccccc2)cc1	-2	-4	x	4	1	2	0	-6	1.4	21
Cc1c(C(=O)N2CCC(Cc3ccccc3)CC2)cccc1[N+](=O)[O-]	4	-7	1.1	-1	2	-3	2	-3	-0.2	30
COc1ccc(CCNC(=O)CSCc2ccc([N+](=O)[O-])cc2)cc1OC	-5	-4	x	2	-1	-4	-8	2	-0.3	39
C=CCn1c(Cc2cccs2)nnc1SCC(=O)c1cccc(Br)c1	3	-8	x	20	4	33	7	-6	-5.9	21
CN(C)CCNc1nc2c(c(=O)[nH]c(=O)n2C)n1CCCc1ccccc1	1	2	1.0	-4	4	-5	-9	-17	-0.3	34
CC(=O)Cc1cc2cc([N+](=O)[O-])ccc2oc1=O	-4	-2	-0.4	-16	8	0	-10	-7	-1.4	-18
CC(C)CC(=O)N1CCN(C(=O)CCC2CCCC2)CC1	0	1	x	5	1	1	-2	-11	i	15
CCC(C)C(NC(=O)OC(C)(C)C)C(=O)NC(Cc1ccccc1)C(=O)OC (stereo unspecified)	-4	-5	x	0	-1	2	3	0	i	24
Cc1ccc(NC(=O)N(O)C2CCCCC2C#N)cc1 (stereo unspecified)	x	x	1.0	-10	11	-2	3	-5	1.2	x
CCC(/C=N/NC(=O)C(=O)N/N=C/C(CC)CC)CC	3	-4	-0.2	-6	3	0	8	x	i	-5
CCCOc1ccccc1/C=C(\C#N)C(=O)Nc1cccnc1	7	3	-1.4	-8	3	6	0	-16	-0.5	5
CC(C)NC(=O)c1onc(CSc2cccc3ccccc23)c1C(=O)O	7	1	1.0	7	2	4	0	-8	i	12
COc1cc(/C=N/NS(=O)(=O)c2ccc(C)c([N+](=O)[O-])c2)ccc1O	3	-15	-12	1	-5	0	13	x	i	13
COc1ccc(Cl)cc1N1C(=O)CC(Sc2ccccc2N)C1=O (stereo unspecified)	1	5	0.5	12	-3	-7	1	3	i	14
CC1=NCCN1CCNC(=O)Nc1ccc(F)cc1	5	-3	-0.1	13	5	3	-6	-11	-0.4	6
COC(=O)c1ccc(C(=O)OC)c(NC(=S)N2CCN(c3ccc(F)cc3)CC2)c1	-7	0	x	-33	-3	3	-7	20	-0.2	-8
CN1C(=S)SC(N(O)C(=O)NC2CCCCC2)C1(C)C (stereo unspecified)	-1	4	x	-4	-2	4	4	1	i	27
O=C(Nc1cccnc1)c1ccc(NS(=O)(=O)c2cc([N+](=O)[O-])ccc2Cl)cc1	-1	-5	-0.6	15	1	-3	-12	0	-0.5	10
CC(C)(c1ccccc1)c1ccc(OCCCNCCO)cc1	1	-1	x	4	25	-4	-3	-9	1.3	6

As a short view, part of the list above:
smiles	3CLpro inhibitor	Rv3671c protease	TcdB GH inh	CCHF vOTU inh	MazEF act	Yp Topo-I inh	PrPC TRFRET	PriA SSB inh	BH1578 lux ind	DUSP3 inh
CCOC(=O)CSC1=C(C#N)C(c2ccccc2OCC)C(C#N)C(=O)N1 (stereo unspecified)	0	7	x	-8	1	11	3	0	-0.5	8
COc1ccc(NC(=O)CCc2nc3ccccc3c(=O)[nH]2)cc1S(=O)(=O)N1CCCCC1	x	0	-0.6	4	6	18	-6	-3	-2.0	x

Next part.
smiles	3CLpro inhibitor	Rv3671c protease	TcdB GH inh	CCHF vOTU inh	MazEF act	Yp Topo-I inh	PrPC TRFRET	PriA SSB inh	BH1578 lux ind	DUSP3 inh
COCCSc1ccccc1C(=O)Nc1ccccc1C(C)C	-3	-4	0.8	5	3	8	-3	-7	-0.2	-17
Cc1nc2c(N=Nc3ccccc3F)c(N)nn2c(N)c1C#N	0	-9	0.3	7	39	0	-10	19	-0.2	14
COCCN(C(=O)COC(=O)/C(=C/c1ccccc1)NC(C)=O)c1c(N)n(Cc2ccccc2)c(=O)[nH]c1=O	0	x	1.4	-2	-11	6	7	-6	0.8	-20
Cc1ccccc1C(=O)N1CCN(c2ccc(NC(=O)c3ccc4c(c3)OCO4)cc2)CC1	2	2	1.2	-13	0	15	34*	2	-0.3	21
CN(C)C(=O)c1ccc(Nc2ncnc3sc4c(c23)CCCCC4)cc1	2	-6	0.6	14	7	30	0	-4	i	7
CCOC(=O)C1C(c2ccc(OC)c(OC)c2)c2c([nH][nH]c2=O)CC1(C)O (stereo unspecified)	4	8	3.7	4	-26	2	3	-7	-3.1	5
Cc1ccc(CNC(=O)C2CCN(S(=O)(=O)N3CCC4(CC3)OCCO4)CC2)cc1	-3	-7	x	-23	-4	5	-3	11	0.1	6
COc1ccc(C(=O)/C=C2/Sc3cc4c(cc3N2C)OCO4)cc1	-6	2	1.6	-7	-11	-5	-5	-12	-0.2	26
O=C(Cn1cnc2ccccc2c1=O)NCCC(=O)Nc1ccc2c(c1)OCO2	-2	0	1.8	-12	11	-1	7	-8	i	1
Cc1ccc(F)c(S(=O)(=O)NC(=O)C2(C)CCN2C(=O)C2(c3ccc(Cl)cc3)CC2)c1 (stereo unspecified)	x	x	-0.7	30*	x	5	-2	x	-0.7	x
O=C1CSC(c2ccccc2O)N1Cc1ccccc1 (stereo unspecified)	5	2	-0.1	-2	2	-3	-5	-6	-1.9	13
O=C(NCc1cccnc1)c1cc(C2CCCN(S(=O)(=O)c3ccccc3)C2)on1 (stereo unspecified)	x	x	2.2	-5	x	2	-2	x	i	x

An excerpt; rates above refer to the full screens.
